# Assay outcomes: PubChem BioAssay, National Center for Advancing Translational Sciences (NCATS)
# TGFb inhibitor: inhibitors of TGF-b signaling. AID 588855. HepG2 CAGA-GFP TGF-b/SMAD3 reporter, GFP fluorescence, 18 h; TGF-beta stimulated, 500 pg/mL final. 410,000 tested, 1.2% active. Potency, µM (titrated, usually from 46.1 µM), without a hit: at the top dose activity, negative = inhibition, usual class: inhibitors; also: potency is read from the fitted curve at half-maximal effect; % is scaled to controls: 0 for no effect and ±100 for the full control effect; nearly all actives have a fitted effect of over 65% in size
#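 Read-out: total well GFP (ex488/em500-530) summed from mean per-cell fluorescence. Cells: HEPG2 CAGA-GFP, 1% FBS DMEM, 18 h at 37 degrees C with 500 pg/mL final TGF-beta. Unstimulated wells served as the full-inhibition control; stimulated DMSO wells = 0%.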
# A549 tox: kills or reduces viability of A549 cells in Nrf2 counter-screen | A549 ARE-Fluc cells, CellTiter-Fluor viability, 18-24 h | 390,000 tested, 0.16% active | Potency, µM (series often up to 46 µM), without a hit: at the highest dose activity change, negative = cytotoxicity, usual class: inhibitors; also: potency is read from the fitted curve at half-maximal effect; % is scaled to controls: 0 for no effect and ±100 for the full control effect
#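 A549 ARE_Fluc cells in 5% FBS OPTI-MEM were exposed to compounds in concentration-response for 18-24 h at 37 deg C. Viability was read by CellTiter-Fluor fluorescence (Ex 405/Em 525) after 30 min, before the luciferase read.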
# ATXN2 expr inh: inhibitors of ATXN2 expression; 360,000 tested, 0.72% active; HEK-293 ATXN2-luciferase reporter, luminescence, 24 h; Potency, µM (highest dose often 57 µM), for the others: at the top dose activity change, negative = inhibition, hits mostly inhibitors; also: potency is read from the fitted curve at half-maximal effect; % is scaled to controls: 0 for no effect and ±100 for the full control effect; nearly all actives have a fitted effect of over 55% in size
#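 ATXN2-luciferase reporter cells (luciferase flanked by upstream and downstream ATXN2 gene portions) were treated 24 h at 37 °C with compounds at up to 57 uM. SteadyGlo luminescence gave expression; GF-AFC fluorescence gave viability.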
# IL2 activator: IL-2 activation | IL-2 activation reporter assay, cell-based qHTS; stimulated with anti-CD3/CD4/CD28 beads; in transgenic mouse T cells | activation, % (series mostly up to about 46 µM) | 360,000 tested, 0.065% active | AID 652025; in the data active = activation above about 50%; inconclusive = mostly about 30% to 49%; also: 0% is about no effect
#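 First, unstimulated transgenic mouse T cells were exposed to compound for 60 min. Next, anti-CD3/anti-CD4-coated beads with anti-CD28 were added. Finally, after 18 h at 37 degrees C, EGFP and DsRed were imaged.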
# EPAC2 ag: agonists of human EPAC2 (RAPGEF4); Q8WZA2; EPAC2 activation, biochemical qHTS; response scale: 100% = 6.5 mM cAMP response; Potency, µM (titrated, usually from 154 µM), inactives show at the highest dose activation, hits mostly activators; 360,000 tested, 0.079% active; also: potency is read from the fitted curve at half-maximal effect; nearly all actives have a fitted effect of over 50% in size
# Target sequence (Q8WZA2 whole entry, looked up): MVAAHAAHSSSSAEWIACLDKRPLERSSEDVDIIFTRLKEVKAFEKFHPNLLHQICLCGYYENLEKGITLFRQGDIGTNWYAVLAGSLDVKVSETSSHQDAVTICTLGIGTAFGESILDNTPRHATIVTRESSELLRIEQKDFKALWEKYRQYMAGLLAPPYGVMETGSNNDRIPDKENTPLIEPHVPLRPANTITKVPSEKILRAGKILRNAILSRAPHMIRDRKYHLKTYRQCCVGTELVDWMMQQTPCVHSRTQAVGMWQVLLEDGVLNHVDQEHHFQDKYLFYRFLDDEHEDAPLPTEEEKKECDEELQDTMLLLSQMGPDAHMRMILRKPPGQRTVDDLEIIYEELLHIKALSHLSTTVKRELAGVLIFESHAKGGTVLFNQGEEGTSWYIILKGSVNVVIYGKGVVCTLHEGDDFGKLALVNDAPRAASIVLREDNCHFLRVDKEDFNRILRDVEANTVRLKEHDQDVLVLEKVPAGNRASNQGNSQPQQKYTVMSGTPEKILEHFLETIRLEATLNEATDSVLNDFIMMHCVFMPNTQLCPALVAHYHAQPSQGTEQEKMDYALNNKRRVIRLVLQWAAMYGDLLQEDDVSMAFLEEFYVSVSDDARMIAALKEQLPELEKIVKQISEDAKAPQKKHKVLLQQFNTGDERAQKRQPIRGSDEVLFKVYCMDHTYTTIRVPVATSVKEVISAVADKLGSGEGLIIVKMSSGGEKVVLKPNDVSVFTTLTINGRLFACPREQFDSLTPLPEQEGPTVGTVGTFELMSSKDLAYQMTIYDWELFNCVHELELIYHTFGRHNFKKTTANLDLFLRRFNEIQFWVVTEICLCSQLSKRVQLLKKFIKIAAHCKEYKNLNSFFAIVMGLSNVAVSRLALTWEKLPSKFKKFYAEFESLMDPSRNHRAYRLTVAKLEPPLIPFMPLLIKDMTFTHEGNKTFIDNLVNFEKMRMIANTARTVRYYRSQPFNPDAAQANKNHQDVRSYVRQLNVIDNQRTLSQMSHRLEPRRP
#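 Exchange assay: 100 nM EPAC2 with 250 nM Rap1B-BODIPY-GDP and 50 uM GDP. Fluorescence (ex 480/em 540 nm) read every 5 min for 30 min at room temperature. Data normalized to 6.5 mM cAMP as agonist control.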
# S2 tox: viability counter-screen for ATXN expression inhibitors. AID 651635. 400,000 tested, 0.49% active. S2 cells (HEK-293 line with an ATXN2-luciferase reporter) viability, CellTiter-Fluor protease fluorescence, 24 h. Potency, µM (doses to about 56.7 µM), usual class: cytotoxic; also: potency is read from the fitted curve at half-maximal effect; nearly all actives have a fitted effect of over 40% in size
# Nrf2 ARE act: activators of Nrf2 (ARE) signaling; AREc32 ARE-luciferase reporter (MCF7-derived line), luminescence, 24 h; Potency, µM (titrated, usually from 46.1 µM), for the others: top-dose activation, most hits filed as activators; 410,000 tested, 0.31% active; also: potency is read from the fitted curve at half-maximal effect; % of control where 0% means no effect; nearly all actives have a fitted effect of over 65% in size
#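 Reporter line AREc32 (ARE-Fluc), seeded overnight in OPTI-MEM with 5% FBS; compound pin-transferred, 24 hr at 37 deg C, 5% CO2; luminescent read-out.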
# Nrf2 inh: Nrf2 pathway inhibition; AID 504444; 360,000 tested, 2.1% active; A549 ARE-Fluc reporter, luciferase luminescence, 18-24 h; Potency, µM (doses to about 46 µM), for the others: top-dose activity change, negative = inhibition, usual class: inhibitors; also: potency is read from the fitted curve at half-maximal effect; % is scaled to controls: 0 for no effect and ±100 for the full control effect; nearly all actives have a fitted effect of over 60% in size
#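 A549 ARE_Fluc cells (5000/well, 5% FBS OPTI-MEM) pre-incubated 2 h, then treated with compounds 18-24 h at 37C/5% CO2 in concentration-response. CellTiter-Fluor viability read first; BugLite luciferase luminescence after 15 min at room temperature gives Nrf2 activity.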
# HepG2 viability: counter-screen for TGF-b inhibitors: cytotoxicity in HepG2 cells | HepG2 CAGA-GFP viability, ATP luminescence, 18 h | Potency, µM (highest dose often 46.1 µM), without a hit: at the highest dose activity change, negative = cytotoxicity, usual class: cytotoxic | 410,000 tested, 0.76% active | AID 588856; also: potency is read from the fitted curve at half-maximal effect; some results filed as inactive show a strong effect at the top dose
#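 CellTiter-Glo luminescence gave cytotoxicity after 18 hours at 37 degrees C. The cells were HepG2 CAGA-GFP in 1% FBS DMEM, stimulated with 500 pg/mL TGF-beta after compound addition. %Activity was normalised to no-cell wells (complete cell-killing) and DMSO (no toxicity), and curves were fitted and classified.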
# The depositor's hits bear a star; i = inactive; ? = inconclusive; . = not tested or not shown; & = joins results of further samples; [ ] = remark or other dose. Unless noted, calls follow the shape of the dose curve; as a rule, active = well fitted curve in the direction sought with a large enough effect; inconclusive = small, poorly fitted or top-dose-only effect, or another doubt; inactive = no such curve, though single readings can be large; an effect the other way counts as inactive or inconclusive.
# Fields – TGFb inhibitor, A549 tox, ATXN2 expr inh, IL2 activator, EPAC2 ag, S2 tox, Nrf2 ARE act, Nrf2 inh, HepG2 viability
- CC(C)CC(=O)Nc1nnc(SCc2cc(=O)n3ccccc3n2)s1
    -13%, -12%, ., ., ., ., -0.1%, ., -6%
- O=C(NNC(=O)c1ccco1)c1cccc([N+](=O)[O-])c1
    -6%, -6%, 1%, -3.0, 6%, i, 0.1%, 2%, 4%
- C/C(=N\OCC(=O)Nc1ccccc1Br)c1cccs1
    -10%, 19%, ., -0.5, -8%, i, 22µM*, 11%, 5%
- CS(=O)(=O)c1ccc(C(=O)Nc2ccccc2Cl)cc1
    -11%, 13%, ., 1.8, 10%, i, 1.3%, 10%, 3%
- CC(C(=O)N(C)Cc1cccc(F)c1)N1CCN(S(=O)(=O)c2ccc3c(c2)OCCCO3)CC1 (configuration not stated)
    ?, -7%, -19%, 0.0, -3%, i, 2.4%, ?, 0%
- O=C(NCc1cccs1)c1cc2c(s1)-c1ccccc1OC2
    ?, -10%, 6%, -2.7, ?, i, 6.2%, -24%, -28%
- Cc1ccccc1OCC(=O)OCC(=O)Nc1ccc(Cl)cn1
    43%[activator], -5%, ., 0.6, 10%, ?, 0.5%, -17%, 15%
- Brc1cccc(-c2nc3ccc(Br)cn3c2Cc2ccsc2)c1
    11µM*, ., 9%, -0.1, 8%, ?, ?, ., -7%
- N/C(=N\N=C\c1ccc(O)c(O)c1)c1nonc1N
    5%, -13%, ., 1.0, 2%, i, 0.5%, 11%, -9%
- CC1c2cc3c(cc2CCN1C(=O)c1ccc(Cl)cc1)OCCCO3 (configuration not stated)
    -28%, -6%, -24%, -4.7, 24%, i, 0.3%, ?, -2%
- O=C(NC(Cc1c[nH]c2ccccc12)c1nnc2n1CCCCC2)c1ccccc1Cl (configuration not stated)
    -18%, -8%, -4%, 6.6, 8%, i, -0.6%, -19%, 3%
- CN(CC(=O)Nc1nccs1)S(=O)(=O)c1ccc(F)cc1
    0%, 0%, -12%, -1.3, -1%, i, 0.1%, -11%, 9%
- CCOc1ccc(CNCc2c(C(=O)O)n(Cc3ccccc3F)c3cc(OC)ccc23)cc1
    ?, ?, ., ., ., ., 0.9%, 9%, -30%
- COC(=O)C1=C(C)N(C)C(=O)NC1c1cc2c(cc1[N+](=O)[O-])OCO2 (configuration not stated)
    16%, 5%, 16%, -1.1, 10%, i, 2.3%, -12%, 53%
- CC1CCc2sc(C(=O)OCC(=O)NCc3ccccc3)cc2C1 (configuration not stated)
    ?, -10%, -21%, 0.0, -2%, i, -0.1%, 12%, -33%
- Cc1oc(-c2ccccc2F)nc1CSc1nnc(C)n2c1cc1occc12
    -2%, 7%, ., ., ., ., 9.7%, -16%, 2%
- CSc1nnc(NC(=O)c2nc(S(=O)(=O)Cc3ccccc3F)ncc2Cl)s1
    ?, -14%, -20%, -2.7, 24%, ?, ?, ?, -60%
- CCN(CCNCC(O)COc1ccccc1C(C)C)c1cccc(C)c1 (configuration not stated)
    ?, -7%, ?, -4.0, -1%, ., -1.7%, 5%, 16µM*
- Cc1ccc(OCCC(=O)OCC(=O)Nc2ccc3c(c2)OCCO3)cc1
    0%, 0%, 17%, -4.0, -7%, i, -0.1%, 1%, 4%
- CC(C)c1ccc(NC(=O)Nc2nc(C(N)C(C)C)cs2)cc1 (configuration not stated)
    ?, ., ?, -0.8, 0%, ?, -4.2%, ., -101%
- Cc1ccc(C(=O)NN(CCC#N)C2=NS(=O)(=O)c3ccccc32)cc1
    4%, -14%, 1%, 0.0, 5%, i, 0.2%, -4%, -1%
- CC(=O)N1c2ccccc2S(=O)(=O)c2c1ccc1ccccc21
    -11%, -6%, 1%, -1.6, 9%, i, 3.4%, 10%, -1%
- NC(=S)NNC(=O)C12CC3CC(CC(C3)C1)C2
    2%, 1%, 8%, 1.8, -4%, i, -0.3%, 2%, 0%
- CC(C)n1cc(CN2CCC(n3nccc3NC(=O)C3CCCC3)CC2)cn1
    0%, 2%, 6%, 1.6, 5%, i, 0.2%, 13%, 0%
- Nc1ccc(-c2cc(NC=O)c3ncc(-c4cccc(C(F)(F)F)c4)n3c2)cn1
    ?, ., ?, -0.2, 5%, i, 6.8%, ., -25%
- CCN(C[C@H]1N[C@@](Cc2ccccc2)(C(=O)OC)[C@H]2C(=O)N(Cc3ccccc3)C(=O)[C@@H]12)S(=O)(=O)c1ccc(C)cc1
    1%, 1%, -6%, -0.1, -2%, i, -0.7%, 18%, 4%
- Cc1ccc(Cn2c(C)c3cnn(CC(=O)N4CCN(c5cc(C)ccc5C)CC4)c(=O)c3c2C)cc1
    -23%, -17%, ., ., ., ., -0.8%, 8.2µM*, 5%
- Cc1ccc(NC(=O)c2cc(N3C(=O)C4CC=CCC4C3=O)ccc2N2CCCCC2)cc1 (configuration not stated)
    2%, -8%, 2%, 0.7, -2%, i, -0.2%, ?, -13%
- Cc1ccc(CNC(=O)/C=C/[C@H]2O[C@@H](n3cc(C)c(=O)[nH]c3=O)C[C@@H]2O)o1
    -16%, ., 0%, 2.9, 8%, i, -0.2%, ., -16%
- CCNc1ccc(S(=O)(=O)N(C)C)cc1NCC(=O)Nc1ccc(F)c(Cl)c1
    ?, -14%, -17%, -4.9, -5%, ?, 4.3%, ?, -4%
- Cc1ccc(OCc2nc(C#N)c(N3CCCC3)o2)cc1
    -11%, 16%, -6%, 2.0, 13%, i, 0.2%, -20%, -24%
- CC(C)CC(=O)Nc1ccc(N2CCN(C(=O)c3cccs3)CC2)cc1
    3%, 0%, -11%, 1.3, 3%, i, -0.2%, 0%, 3%
- O=c1c2ccccc2c2ccccc2c(=O)n1-c1ccccc1
    43%[activator], -1%, 5%, -1.0, 11%, i, -0.7%, 13%, 48%
- Cc1nsc2c1ccc1ccccc12
    9%, 0%, -16%, -5.2, 5%, i, 2.4%, -3%, -29%
- COc1ccc(C(CNC(=O)c2c(C)nn(Cc3ccc(C)cc3)c2Cl)N2CCOCC2)cc1 (configuration not stated)
    0%, 2%, -5%, -1.8, 4%, i, -0.6%, -26%, -10%
- Cc1ccc(C(CNC(=O)Nc2cccc(C)c2)N2CCN(C)CC2)cc1 (configuration not stated)
    -2%, 5%, -17%, -2.4, 0%, ?, 0.8%, 2%, -2%
- COc1ccc(C(=O)NNc2ccccc2)cc1OC
    -4%, 12%, -12%, -0.3, 12%, i, 2.6%, 4%, -22%
- O=C1NC(=Nc2ccccc2)S/C1=C\c1ccccc1
    18%, -2%, 48%[activator], -0.2, 0%, i, ?, ?, 4%
- CCCC(=O)OCC(=O)Nc1ccc2[nH]c(=O)[nH]c2c1
    -12%, 0%, ., 0.9, 11%, i, 3.2%, 11%, -3%
- Cc1ccc(NC(=S)N(C)C(c2ccccc2)c2ccccc2)cc1C
    ?, 13%, ., -1.2, 9%, ?, 0.6%, ?, -33%
- COc1ccc(CC(=O)NCCCSc2ccccc2)cc1OC
    -15%, -3%, -15%, -3.5, 11%, i, -0.7%, -4%, -46%
- Cc1ccc2[nH]c(C(=O)N3CCN(c4cccc(Cl)c4)CC3)cc2c1
    5%, 1%, 8%, -3.1, -5%, i, -0.4%, 3%, 3%
- Cc1ccccc1NC(=O)NCCc1c[nH]c2ccccc12
    0%&-25%, 1%&-7%, -1%&-5%, 0.0, 10%, i, -0.5%&0.4%, -18%&-28%, -7%&-18%
- Oc1ccccc1-c1nc2cnccn2c1Nc1ccc2c(c1)OCCO2
    ?, 0%, -17%, -0.7, 22%, i, -0.8%, 4%, -4%
- CC(=O)N1CCc2cc(S(=O)(=O)N3CCOCC3)ccc21
    -4%, 6%, 4%, 2.1, 4%, i, -1.2%, 12%, 4%
- Cc1cc2n(n1)C(c1cccs1)Nc1ccccc1-2 (configuration not stated)
    -6%, 5%, -4%, 0.4, 4%, i, -0.2%, 11%, -6%
- COC(=O)c1ccc(NC(=O)CSc2nc(C)cc(C)c2C(=O)Nc2ccccc2)cc1
    -1%, -12%, -3%, ., ., i, 6.6%, -7%, 1%
- COc1ccc(S(=O)(=O)N(C)Cc2ccc3c(c2)OCCO3)cc1
    -6%, 10%, ., 0.3, 21%, i, 0.8%, 2%, -17%
- CC(=O)Nc1ccc(-c2nnc3n(CC(C)C)c(=O)c4ccccc4n23)cc1
    -5%, 8%, -6%, ., ., i, -1.1%, ?, -2%
- O=C(/C=N/O)Nc1ccccc1C(=O)O
    -1%, 14%, 1%, 1.9, 3%, i, -0.2%, 4%, 11%
- CCN1C(=S)N[C@@H](c2cccc(F)c2)C(C(=O)OC)=C1C
    -5%, -4%, 20%, 0.2, 9%, i, -0.4%, -2%, -14%
- CC(C)Oc1ccc(C(=O)N(CN2CCCC2=O)c2ccc(F)cc2)cc1
    6%, -1%, 2%, -3.9, 1%, i, -0.5%, 20%, 4%
- COc1ccc(-c2csc(/C(C#N)=C\c3ccc(O)c([N+](=O)[O-])c3)n2)cc1OC
    -15%, -14%, -3%, -5.3, 10%, i, -0.4%, -22%, -16%
